TNAP act hiacc = activators of human TNAP at high phosphate acceptor concentration | P05186 | purified TNAP, CDP-star luminescence, 1 M DEA, 30 min; stronger effect = higher value; 0 = EDTA background, 1 = DMSO-only activity | activation factor at 20 µM | 200,000 tested, under 10 active | AID 1136;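 active means activation factor at least 2 at 20 µM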
Target sequence (P05186 whole entry, looked up): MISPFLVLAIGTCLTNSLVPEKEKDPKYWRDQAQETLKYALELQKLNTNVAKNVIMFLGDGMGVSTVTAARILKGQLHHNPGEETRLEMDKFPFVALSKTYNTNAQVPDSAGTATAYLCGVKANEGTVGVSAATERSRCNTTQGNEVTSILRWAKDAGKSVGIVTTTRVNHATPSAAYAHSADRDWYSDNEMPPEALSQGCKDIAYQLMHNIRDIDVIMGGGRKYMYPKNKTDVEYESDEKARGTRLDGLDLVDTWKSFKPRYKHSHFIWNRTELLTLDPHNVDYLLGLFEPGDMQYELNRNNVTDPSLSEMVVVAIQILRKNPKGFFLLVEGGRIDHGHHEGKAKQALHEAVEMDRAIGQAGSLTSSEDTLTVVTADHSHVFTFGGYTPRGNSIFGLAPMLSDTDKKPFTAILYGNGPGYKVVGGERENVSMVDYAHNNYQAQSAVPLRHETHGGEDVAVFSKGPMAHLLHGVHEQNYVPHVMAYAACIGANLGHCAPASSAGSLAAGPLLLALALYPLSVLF
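Measured by: Luminescent substrate turnover signal | Test system: Human TNAP | Input: TNAP 1/800 final | Dosing: 20 µM single point | Schedule: 30 min, room temperature | Controls: EDTA wells as negative control, DMSO wells as positive control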
STAT1 inh = STAT1 signaling inhibition; NIH 3T3 STAT1-luciferase reporter, IFN-gamma, luminescence; inhibition, % at 5.5 µM; 200,000 tested, 0.35% active; AID 920;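 active means inhibition above a set limit, the mean inhibition across all tested compounds plus 3 SD, cut at about 34% in these data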;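 further: 0% = IFN-gamma with DMSO and 100% = IFN-gamma with 300 µM nifuroxazide; values of inactives mirror those of a sister screen read the other way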
STAT3 inh = STAT3 signaling inhibition; inhibition, % at 5.5 µM; 190,000 tested, 0.89% active; U3A cells, IL-6 STAT3-luciferase reporter, luminescence; host cell line lacks STAT1;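 active means inhibition above the mean inhibition across all screened compounds plus 3 SD, cut at about 44% in these data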;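 further: 0% = DMSO only wells and 100% = 100 µM nifuroxazide control wells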
PPARg SRC-2 ag = promotes SRC-2 coactivator recruitment by human PPARgamma. P37231. PPARgamma LBD-SRC-2 recruitment, biochemical. activation, % at 8 µM. 200,000 tested, 0.34% active. AID 1032; in the data active means activation above about 22%;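 further: 0% = vehicle and 100% = reference agonist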
Target sequence (P37231 whole entry, looked up, the tested form may be a part): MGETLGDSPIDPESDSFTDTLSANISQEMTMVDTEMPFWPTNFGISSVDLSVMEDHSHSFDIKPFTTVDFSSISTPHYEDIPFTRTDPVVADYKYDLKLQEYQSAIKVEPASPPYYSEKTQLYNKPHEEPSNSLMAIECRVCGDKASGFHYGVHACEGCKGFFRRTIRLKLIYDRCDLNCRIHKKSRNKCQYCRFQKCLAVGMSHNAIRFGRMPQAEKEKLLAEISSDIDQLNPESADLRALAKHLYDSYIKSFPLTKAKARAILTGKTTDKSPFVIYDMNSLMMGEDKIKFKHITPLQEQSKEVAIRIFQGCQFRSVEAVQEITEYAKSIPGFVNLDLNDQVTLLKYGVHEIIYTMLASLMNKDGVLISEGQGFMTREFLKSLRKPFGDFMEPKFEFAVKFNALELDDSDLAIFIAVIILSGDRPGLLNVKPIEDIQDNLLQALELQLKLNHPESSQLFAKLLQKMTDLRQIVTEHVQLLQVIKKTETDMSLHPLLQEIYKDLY
bIAP inhibitor = blocks bovine intestinal alkaline phosphatase activity. inhibition, % at 20 µM. 190,000 tested, under 10 active. purified bovine IAP, CDP-star luminescence, 30 min;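 active means over 50% inhibition of intestinal alkaline phosphatase at 20 µM in the single-dose screen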
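Assay system: bovine IAP enzyme; medium: DEA buffer 100 mM, pH 9.8, with MgCl2 1.0 mM, ZnCl2 0.02 mM; doses: 20 µM single dose; incubation: enzyme reaction for 30 min at room temperature; detection: CDP-star luminescence signal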
PPARg SRC-3 ag = PPARgamma-driven SRC-3 recruitment agonism; biochemical PPARgamma/SRC-3 coactivator recruitment assay; activation, % at 8 µM; 200,000 tested, 0.26% active; AID 731; in the data active means activation above about 23%;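 further: 0% = DMSO and 100% = reference agonist; some compounds past the cut are filed as inactive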
STAT3 act = increases IL-6 driven STAT3 reporter signal | U3A cells, IL-6 STAT3-luciferase reporter, luminescence; 100% = signal with IL-6 EC80 alone | activation (% of control), % at 5.6 µM | 190,000 tested, 0.91% active | AID 871;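 active means activation above the screen-wide mean of compound activation plus 3 SD, cut at about 130% in these data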;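 further: 0% = background luminescence of wells with medium and substrate only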
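Assay system – human STAT1-deficient U3A cells with stable STAT3-luciferase reporter · Also added – IL-6 (33 ng/mL) · Schedule – compound 1 h, then IL-6 6 h at 37 °C · Technique – reporter luminescence signal · Evaluation – % activation versus median of IL-6-stimulated wells · Benchmarks – IL-6-only wells as 100% reference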
SRC2 TRFRET art = flags TR-FRET format artefacts in PPARgamma SRC-2 recruitment agonist screen. TR-FRET artefact counter-screen; stronger effect = higher value. 200,000 tested, 0.4% active. AID 1049. TR-FRET ratio at 8 µM; in the data active means TR-FRET ratio above about 2000; further: inactives centre near 1500
PPARg SRC1 recr = PPARgamma-driven SRC-1 recruitment agonism; activation, % at 8 µM; PPARgamma-SRC-1 coactivator recruitment biochemical assay; 200,000 tested, 0.41% active; P37231; AID 631; in the data active means activation above about 19%;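 further: 0% = DMSO and 100% = reference agonist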
ROMK primary = modulates human ROMK potassium channel activity | P48048 | Tet-inducible ROMK, thallium flux fluorescence; actives lie on both sides | B-score at 10 µM | 130,000 tested, 2% active | AID 1918;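 active means signal ratio slope over the read window, or its plate-corrected B-score, at least 3 SD from the plate mean, either direction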;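 further: B-score of the F/F0 ratio slope over 7 to 12 s after thallium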
bIAP activator = increases bovine intestinal alkaline phosphatase activity; purified bovine IAP, CDP-star luminescence, 30 min; stronger effect = higher value; fold of DMSO-control signal, blank-subtracted; activation factor at 20 µM; 200,000 tested, 0.17% active;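 active means activation factor of 2 or more at 20 µM, a signal rise over negative controls twice the positive control's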
* hit, by the source's call; · = no result given.

#1 O=S(=O)(c1ccccc1)c1nc(Nc2cccc(O)c2)sc1Cl
#2 COc1ccc(OC)c(S(=O)(=O)Nc2c(F)cccc2F)c1
#3 O=C(CNS(=O)(=O)c1ccccc1)N1CCCC1
#4 CCC(NC(=O)c1cccc(Cn2cc([N+](=O)[O-])cn2)c1)c1ccc(C(C)C)cc1 (centres undefined)
#5 O=C(NC1=NCCS1)c1cccc(NC(=O)c2ccco2)c1
#6 CC(=O)OC(C(=O)NC1CCCCC1)c1ccc(Cl)c(Cl)c1 (centres undefined)
#7 CCC(CO)n1c(SCc2cc(=O)oc3cc(C)ccc23)nc2ccccc2c1=O (centres undefined)
#8 O=c1[nH]c(-c2ccccc2Cl)nc2c1sc(=S)n2-c1ccccc1
entry no.	1	2	3	4	5	6	7	8
TNAP act hiacc	1.1	1.1	1	1.1	1	1	1	1
STAT1 inh	-13	1	-1	-5	0	-6	3	-1
STAT3 inh	16	1	11	4	-5	0	-5	-2
PPARg SRC-2 ag	5	-1	0	-3	-9	0	-6	-2
bIAP inhibitor	5	8	5	26	9	-1	-32	-6
PPARg SRC-3 ag	9	-16	3	1	-15	-1	-12	-4
STAT3 act	93	100	101	102	107	106	107	108
SRC2 TRFRET art	1568	1546	1565	1408	1431	1474	1492	1534
PPARg SRC1 recr	2	-3	2	-1	-6	3	-6	-7
ROMK primary	-1.5	0.21	1	-0.67	·	-1.7	·	-0.093
bIAP activator	1	0.9	0.9	0.7	0.9	1	1.3	1.1

#9 CC1CN(c2cc(=O)n(-c3ccc(Cl)cc3)c(=O)[nH]2)CC(C)O1 (centres undefined)
#10 C/C=C/COc1nc2c(c(=O)n(C)c(=O)n2C)n1C
#11 O=C(NN1C(=O)c2ccccc2C1=O)c1ccncc1
#12 CC(=O)N1CCC2(CC1)CC(=O)c1cc(OCC(=O)N3CCCC3)ccc1O2
#13 O=C(CCC(=O)N/N=C/c1c[nH]c2ccccc12)NCc1ccccc1
#14 O=C(Nc1nc2nc(-c3ccccc3)cc(-c3ccccc3)n2n1)c1ccco1
#15 Cc1ccc(/C=N/NC(=O)c2ccccc2OCc2cccc(Br)c2)o1
#16 CCn1c(=O)cc(SCC(=O)Nc2ccc(OC)c(OC)c2)c2ccccc21
entry no.	9	10	11	12	13	14	15	16
TNAP act hiacc	1	1.1	1	1	1	1	1	1.1
STAT1 inh	0	-3	4	1	-1	5	11	16
STAT3 inh	12	16	22	11	-24	20	0	31
PPARg SRC-2 ag	-3	7	-4	7	4	8	-2	42*
bIAP inhibitor	-9	-1	-10	0	24	0	4	1
PPARg SRC-3 ag	4	7	-1	1	-3	0	-1	34*
STAT3 act	97	90	86	96	121	87	102	78
SRC2 TRFRET art	1611	1526	1554	1650	1379	1543	1528	2203*
PPARg SRC1 recr	3	4	-4	2	0	3	-5	20*
ROMK primary	-2.4	·	0.21	0.94	-0.59	-0.4	-2.1	-0.36
bIAP activator	1.1	1	1.1	1	0.8	1	1	1

#17 CCN(CC)S(=O)(=O)c1cccc(-c2nnc(SCCCC(=O)c3ccc(F)cc3)o2)c1
#18 Cc1ccc(-n2c(COc3cccc(C)c3)n[nH]c2=S)cc1
#19 COCCN(CCOC)Cc1c(C)[nH]c2c(C)c(C)ccc2c1=O
#20 COc1ccc(-n2c(SCC(=O)Nc3ccccc3)nnc2-c2ccc(NS(=O)(=O)c3ccc(C)cc3)cc2)cc1
#21 CN(C)c1ccc(C(=O)N2CC(=O)N(CCc3ccccc3)C(=O)C2)cc1
#22 COc1ccccc1OCCCOc1c(Cl)cc(C)cc1Cl
#23 CCC(c1nnnn1Cc1ccco1)N(Cc1ccccc1OC)Cc1cc2cc(C)ccc2[nH]c1=O (centres undefined)
#24 CNC(=O)c1nnc(Cc2ccc(Cl)cc2)o1
entry no.	17	18	19	20	21	22	23	24
TNAP act hiacc	1	1	1	1	1	1	1.1	1
STAT1 inh	-6	-10	4	3	1	-5	-1	13
STAT3 inh	-1	2	3	-2	3	-2	2	12
PPARg SRC-2 ag	8	-12	2	4	7	4	-4	-12
bIAP inhibitor	-7	20	2	-4	0	-4	30	5
PPARg SRC-3 ag	17	2	-1	-1	14	3	5	-12
STAT3 act	104	101	101	107	102	104	107	97
SRC2 TRFRET art	1692	1420	1600	1447	1729	1624	1533	1323
PPARg SRC1 recr	4	-3	0	-3	2	1	1	1
ROMK primary	·	·	·	0.98	·	-0.22	·	·
bIAP activator	1.1	0.8	1	1	1	1	0.7	1

#25 Cc1n[nH]c(=O)n1-c1ccc(Oc2ccccc2)cc1
#26 CCOC(=O)CSc1nnc(CCc2nc3ccccc3[nH]2)n1C
#27 CCCCN1C(=S)SC(C)(C)C1/[N+]([O-])=C/c1cccnc1 (centres undefined)
#28 Clc1cccc(-c2nnc3n2CCCCC3)c1
#29 O=C(NCc1ccc(Cl)cc1)C1CCN(S(=O)(=O)N2CCOCC2)CC1
#30 CN(C)/C=C(\C=O)c1cccc(Cl)c1
#31 CC(C)OC(=O)CC12CN3CC(CC(=O)OC(C)C)(CN(C1)C(=O)c1ccccc1C3=O)C2=O
#32 CCC(C)(C)n1nnnc1C(c1ccc(OC)c(OC)c1)N1CCN(c2ccc(OC)cc2)CC1 (centres undefined)
entry no.	25	26	27	28	29	30	31	32
TNAP act hiacc	1	1	1	1.1	1	1	1.1	1.1
STAT1 inh	-3	6	17	0	3	8	6	1
STAT3 inh	5	-3	5	18	13	3	8	4
PPARg SRC-2 ag	6	2	6	1	3	-3	4	0
bIAP inhibitor	-1	5	10	9	-3	11	5	4
PPARg SRC-3 ag	-1	-1	1	0	-1	1	3	11
STAT3 act	98	102	99	90	96	99	101	99
SRC2 TRFRET art	1364	1613	1686	1777	1562	1629	1503	1555
PPARg SRC1 recr	3	4	3	4	8	4	0	8
ROMK primary	·	·	·	0.53	0.33	-1.3	·	-0.022
bIAP activator	1	1	0.9	0.9	1	0.9	1	1

#33 CCCn1c(CCC(=O)Nc2ccccc2Cc2ccccc2)nc2cc(S(=O)(=O)N3CCOCC3)ccc21
#34 CCCC(=O)Nc1ccc2nc(SCC(=O)Nc3ccc(N4CCOCC4)c(Cl)c3)sc2c1
#35 O=C(Nc1ccc(Cl)c(S(=O)(=O)N2CCOCC2)c1)c1ccc2c(c1)OCCO2
#36 CCSc1nnc(-c2ccc(S(=O)(=O)NCc3cccs3)cc2)o1
#37 CCCc1[nH]nc2c1C(c1ccc(OC)cc1OC)C(C#N)=C(N)O2 (centres undefined)
#38 CCOc1ccc(OCc2cccc(C(=O)N3CCCCCC3)c2)cc1
#39 CCOC(=O)C1CCCN(C(=S)NC2CCCCC2)C1 (centres undefined)
#40 Cc1ccc(CNCC(=O)Nc2cccc(S(=O)(=O)NC3=NCCCCC3)c2)cc1
entry no.	33	34	35	36	37	38	39	40
TNAP act hiacc	1	1	1	1.1	1	1	1	1
STAT1 inh	4	-16	2	7	-2	71*	9	3
STAT3 inh	-6	8	28	29	-13	80*	2	12
PPARg SRC-2 ag	-1	4	10	7	1	0	-2	0
bIAP inhibitor	-5	-1	12	8	2	-34	-15	-8
PPARg SRC-3 ag	-3	3	-1	3	-3	4	-6	2
STAT3 act	109	98	79	80	111	33	102	96
SRC2 TRFRET art	1412	1597	1658	1602	1551	1534	1382	1576
PPARg SRC1 recr	2	-4	5	4	4	2	-3	3
ROMK primary	0.41	-0.032	-0.34	·	·	-0.76	-0.77	-2.6*
bIAP activator	1	1	0.9	0.9	1	1.3	1.1	1.1

#41 Cc1ccc(/C=c2/sc3n(c2=O)CCCN=3)o1
#42 CC(C)CC1=NN(C(=O)c2cccnc2)C(O)(C(F)(F)F)C1 (centres undefined)
#43 O=C(COC(=O)CNC(=O)c1ccccc1)Nc1ccc2c(c1)OCO2
#44 O=S(=O)(c1ccc(S(=O)(=O)n2cnc3ccccc32)cc1)N1CCCCCC1
#45 Cn1c2c(c(=O)n(C)c1=O)C(NC(=O)C(C)(C)C)(C(F)(F)F)C(=O)N2 (centres undefined)
#46 CCC(C)NC(=O)COC(=O)c1cccnc1Nc1ccccc1F (centres undefined)
#47 C(=N\c1nc2ccccc2n1CCN1CCOCC1)/c1cccs1
#48 COc1ccc(OCCNS(=O)(=O)c2ccc3oc4ccccc4c3c2)cc1
#49 O=C(N/N=C1/CCCc2ccccc21)c1cc([N+](=O)[O-])cc([N+](=O)[O-])c1
entry no.	41	42	43	44	45	46	47	48	49
TNAP act hiacc	1	1	1	1	1	1	1	1.1	1.1
STAT1 inh	-29	4	6	-5	-3	-2	-2	6	2
STAT3 inh	14	-6	-2	0	4	-2	-13	5	2
PPARg SRC-2 ag	4	-2	-5	7	-4	0	6	-7	2
bIAP inhibitor	6	16	-3	9	4	-2	3	10	11
PPARg SRC-3 ag	12	3	1	4	-2	-3	0	0	4
STAT3 act	92	103	107	105	97	103	116	96	99
SRC2 TRFRET art	1681	1590	1528	1501	1434	1170	1544	1694	1493
PPARg SRC1 recr	4	-6	-2	-4	0	-2	0	4	4
ROMK primary	0.39	0.23	0.41	·	-0.073	0.78	·	·	-0.082
bIAP activator	0.9	0.8	1	0.9	1	1	1	0.9	0.9

Just PPARg SRC-3 ag, STAT3 inh and STAT1 inh (two entries from above):
| item | structure | PPARg SRC-3 ag | STAT3 inh | STAT1 inh |
| --- | --- | --- | --- | --- |
| 2 | COc1ccc(OC)c(S(=O)(=O)Nc2c(F)cccc2F)c1 | -16 | 1 | 1 |
| 3 | O=C(CNS(=O)(=O)c1ccccc1)N1CCCC1 | 3 | 11 | -1 |

In the list so far, these contain an aryl thioether with sulfur outside any ring:
#7 CCC(CO)n1c(SCc2cc(=O)oc3cc(C)ccc23)nc2ccccc2c1=O (centres undefined)
#16 CCn1c(=O)cc(SCC(=O)Nc2ccc(OC)c(OC)c2)c2ccccc21
#17 CCN(CC)S(=O)(=O)c1cccc(-c2nnc(SCCCC(=O)c3ccc(F)cc3)o2)c1
#20 COc1ccc(-n2c(SCC(=O)Nc3ccccc3)nnc2-c2ccc(NS(=O)(=O)c3ccc(C)cc3)cc2)cc1
#26 CCOC(=O)CSc1nnc(CCc2nc3ccccc3[nH]2)n1C
#34 CCCC(=O)Nc1ccc2nc(SCC(=O)Nc3ccc(N4CCOCC4)c(Cl)c3)sc2c1
#36 CCSc1nnc(-c2ccc(S(=O)(=O)NCc3cccs3)cc2)o1
entry no.	7	16	17	20	26	34	36
TNAP act hiacc	1	1.1	1	1	1	1	1.1
STAT1 inh	3	16	-6	3	6	-16	7
STAT3 inh	-5	31	-1	-2	-3	8	29
PPARg SRC-2 ag	-6	42*	8	4	2	4	7
bIAP inhibitor	-32	1	-7	-4	5	-1	8
PPARg SRC-3 ag	-12	34*	17	-1	-1	3	3
STAT3 act	107	78	104	107	102	98	80
SRC2 TRFRET art	1492	2203*	1692	1447	1613	1597	1602
PPARg SRC1 recr	-6	20*	4	-3	4	-4	4
ROMK primary	·	-0.36	·	0.98	·	-0.032	·
bIAP activator	1.3	1	1.1	1	1	1	0.9

Assay outcomes deposited in PubChem BioAssay by several laboratories.
